Compound activity from PubChem BioAssay.
MCF10A rerep = inducers of DNA re-replication in MCF 10A breast cells; MCF 10A DNA re-replication, Hoechst nuclear intensity, 48 h; Potency, µM (top dose mostly 46.1 µM), for inactives: at the top dose activity, positive = re-replication, hits mostly activators; 350,000 compounds, 2.9% hits; AID 624296; further: potency means the concentration at half of the fitted maximal effect; % of control where 0% means no effect; nearly all actives have a fitted effect of over 50% in size
KB-3-1 cytotox = kills parental KB-3-1 adenocarcinoma cells. KB-3-1 viability, CellTiter-Glo ATP luminescence, 72 h. Potency, µM (highest dose often 46.1 µM), for inactives: at the top dose activity change, negative = cytotoxic, most hits filed as cytotoxic. 400,000 compounds, 1.4% hits. AID 1347075; further: potency means the concentration at half of the fitted maximal effect; on the % scale 0 is the no-effect control and ±100 the full control effect; nearly all actives have a fitted effect of over 60% in size
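Cytotoxicity measured as CellTiter-Glo luminescence after 72 h at 37 C. Compound titrations were pinned onto drug-naive KB-3-1 parental adenocarcinoma cells grown in DMEM with 10% FBS, and normalized data fitted to concentration-response curves.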
IL-1B inflam inh = inhibitors of inflammasome signaling (IL-1 beta secretion). THP-1 LPS/ATP IL-1B secretion, AlphaLISA, 16 h; stronger effect = lower value. activity change, % at 57.5 µM. 360,000 compounds, 4.7% hits. AID 743279; in the data active means activity change below about -50%; inconclusive means mostly about -30% to -49%; further: on the % scale 0 is the no-effect control and ±100 the full control effect
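Secreted IL-1B measured by AlphaLISA bead assay after 16 h compound exposure of THP-1 cells; compounds (final up to 57.5 uM) added 1 h before LPS (250 ng/mL) and ATP (1.25 mM) stimulation; lower signal means less secretion.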
HT1080-NT tox = kills 2HG-producing HT-1080-NT fibrosarcoma cells. HT-1080-NT fibrosarcoma viability, CellTiter-Glo ATP luminescence, 48 h. Potency, µM (top dose mostly 46.1 µM), inactives show top-dose activity, negative = less viability, most hits filed as cytotoxic. 360,000 compounds, 1.6% hits;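 further: NT is the 2HG producing partner of a matched IDH1 knockdown line; potency means the concentration at half of the fitted maximal effect; 0% = DMSO-treated cells and -100% = media-only wells without cells; nearly all actives have a fitted effect of over 55% in size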
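Viability of the 2HG-overproducing fibrosarcoma line after 48 hours of compound exposure at 37 degrees C was determined by luminescence with CellTiter-Glo, and concentration-effect curves were then fitted and categorized.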
HT1080 IDH1KD tx = kills HT-1080 cells with IDH1 knockdown; HT-1080 IDH1 knockdown viability, ATP luminescence, 48 h; Potency, µM (titrated, usually from 46.1 µM), for the others: at the highest dose activity, negative = toxicity, most hits filed as cytotoxic; 360,000 compounds, 2% hits; AID 686971;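 further: potency means the concentration at half of the fitted maximal effect; 0% = DMSO wells and -100% = cell-free medium wells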
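% activity derives from luminescence (CellTiter-Glo), normalised to DMSO and no-cell wells. HT-1080-IDH1KD cells, 750/well, had 48 h compound exposure at 37 °C.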
ATXN2 expr inh = reduces ATXN2 reporter expression in HEK-293 cells; HEK-293 ATXN2-luciferase reporter, luminescence, 24 h; Potency, µM (top dose mostly 57 µM), for the others: at the top dose activity change, negative = inhibition, actives largely listed as inhibitors; 360,000 compounds, 0.72% hits; AID 1745845; further: potency means the concentration at half of the fitted maximal effect; on the % scale 0 is the no-effect control and ±100 the full control effect; nearly all actives have a fitted effect of over 55% in size
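qHTS (up to 57 uM final) was run with 24 h compound exposure of reporter cells at 37 °C. Each well was multiplexed: SteadyGlo luminescence measured ATXN2-luciferase expression after a fluorogenic Gly-Phe-AFC viability readout (25 uM final).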
KB-V1 MDR tox = kills drug-selected multidrug resistant KB-V1 cells; KB-V1 MDR cells viability, CellTiter-Glo, 72 h; Potency, µM (series often up to 46.1 µM), for the others: at the highest dose activity change, negative = cytotoxicity, actives largely listed as cytotoxic; 400,000 compounds, 3.4% hits; AID 1347076; further: potency means the concentration at half of the fitted maximal effect; on the % scale 0 is the no-effect control and ±100 the full control effect; nearly all actives have a fitted effect of over 60% in size
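In this primary screen, KB-V1 cells overexpressing P-gp are incubated with library compounds (lowest to highest concentration) for 72 h at 37 degrees C before a luminescent ATP viability read.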
SW480 rereplic = inducers of DNA re-replication in SW480 colon cancer cells; SW480 DNA re-replication, Hoechst DNA content imaging, 48 h; Potency, µM (doses to about 46.1 µM), without a hit: at the highest dose re-replication activation, usual class: activators; 340,000 compounds, 1.8% hits; AID 624297; further: potency means the concentration at half of the fitted maximal effect; % of control where 0% means no effect; nearly all actives have a fitted effect of over 55% in size
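SW480 cells exposed to compounds for 48 hr at 37 C, 5% CO2, then Hoechst-stained 40 min. Nuclear DNA content imaged by fluorescence scanning (405 nm excitation, 500-530 nm emission); re-replication scored as increased high-intensity nuclei.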
WRN inhibitor = inhibitors of human WRN helicase. Potency, µM (top dose mostly 114 µM), inactives show top-dose activity change, negative = inhibition, most hits filed as inhibitors. 360,000 compounds, 0.46% hits. Q14191. WRN helicase unwinding, fluorescent forked duplex, kinetic; further: potency means the concentration at half of the fitted maximal effect; on the % scale 0 is the no-effect control and ±100 the full control effect; nearly all actives have a fitted effect of over 55% in size
Target sequence (Q14191 whole entry, looked up): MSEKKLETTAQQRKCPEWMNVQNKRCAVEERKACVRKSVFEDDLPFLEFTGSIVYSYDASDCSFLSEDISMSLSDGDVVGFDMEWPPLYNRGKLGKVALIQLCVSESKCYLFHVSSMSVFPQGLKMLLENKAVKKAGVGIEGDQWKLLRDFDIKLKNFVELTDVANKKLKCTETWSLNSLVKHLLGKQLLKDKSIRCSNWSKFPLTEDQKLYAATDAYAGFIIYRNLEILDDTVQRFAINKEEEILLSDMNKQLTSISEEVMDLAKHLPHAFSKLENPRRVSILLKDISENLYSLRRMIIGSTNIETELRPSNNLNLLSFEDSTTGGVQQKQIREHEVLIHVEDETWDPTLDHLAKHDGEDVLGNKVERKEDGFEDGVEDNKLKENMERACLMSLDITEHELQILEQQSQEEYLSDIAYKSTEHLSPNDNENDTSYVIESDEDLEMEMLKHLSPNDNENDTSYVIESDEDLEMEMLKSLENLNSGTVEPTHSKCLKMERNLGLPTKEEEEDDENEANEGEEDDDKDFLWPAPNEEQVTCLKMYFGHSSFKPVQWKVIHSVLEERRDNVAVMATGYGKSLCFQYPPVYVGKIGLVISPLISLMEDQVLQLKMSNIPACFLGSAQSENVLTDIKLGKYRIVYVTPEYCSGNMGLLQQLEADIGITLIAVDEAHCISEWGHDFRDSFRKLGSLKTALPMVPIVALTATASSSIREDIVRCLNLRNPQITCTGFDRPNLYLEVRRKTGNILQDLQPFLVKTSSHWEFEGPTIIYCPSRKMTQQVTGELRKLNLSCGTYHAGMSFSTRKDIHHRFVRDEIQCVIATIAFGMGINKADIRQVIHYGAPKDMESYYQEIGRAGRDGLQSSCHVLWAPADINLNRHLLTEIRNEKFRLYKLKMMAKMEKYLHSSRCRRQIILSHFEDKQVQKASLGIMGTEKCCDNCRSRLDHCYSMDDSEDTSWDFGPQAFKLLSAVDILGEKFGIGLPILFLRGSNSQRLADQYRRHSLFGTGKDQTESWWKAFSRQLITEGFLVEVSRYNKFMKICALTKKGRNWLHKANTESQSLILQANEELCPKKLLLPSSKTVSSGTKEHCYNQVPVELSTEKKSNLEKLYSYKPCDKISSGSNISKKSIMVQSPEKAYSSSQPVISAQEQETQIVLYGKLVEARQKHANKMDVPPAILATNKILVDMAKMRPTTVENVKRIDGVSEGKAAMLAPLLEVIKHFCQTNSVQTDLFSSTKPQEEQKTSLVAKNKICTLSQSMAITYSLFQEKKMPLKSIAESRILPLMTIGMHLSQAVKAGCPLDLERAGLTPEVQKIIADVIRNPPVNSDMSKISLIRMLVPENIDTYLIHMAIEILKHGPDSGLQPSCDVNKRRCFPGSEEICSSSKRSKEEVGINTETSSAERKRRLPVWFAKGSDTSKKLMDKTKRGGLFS
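Kinetic fluorescence helicase assay: unwinding of a quenched forked DNA duplex (100 nM final) with 2 mM ATP final raises red fluorescence (525/598 nm). Compounds sat 15 min at room temperature with 20 nM WRN beforehand.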
Starred values were filed as active, the others as inactive; ? = inconclusive; · = not tested or not shown; & = joins results of further samples; [ ] = another dose, or the depositor's remark. Unless noted, the call rests on the fitted dose curve; in most records, active means well fitted curve in the direction sought with a large enough effect; inconclusive means small, poorly fitted or top-dose-only effect, or another doubt; inactive means no such curve, though single readings can be large; an effect the other way counts as inactive or inconclusive.

SMILES	MCF10A rerep	KB-3-1 cytotox	IL-1B inflam inh	HT1080-NT tox	HT1080 IDH1KD tx	ATXN2 expr inh	KB-V1 MDR tox	SW480 rereplic	WRN inhibitor
COc1ccccc1-n1nnnc1SCC(=O)Nc1ccc(C)c(N)c1	9%	9%	-5	-11%	-8%	-13%	4%	-15%	10%
CC(C)c1nc2c(s1)CCc1onc(-c3cccc([N+](=O)[O-])c3)c1-2	-4%	11%	26	14%	11%	1%	-20%	4%	2%
CCOC(=O)CSc1nnc(CNc2ccc(F)cc2)o1	-3%	10%	4	3%	0%	8%	8%	-6%	-3%
c1coc(CNc2nc(N3CCCCC3)nc3ccccc23)c1	5%	?	-58*	?	?	?	?	-1%	-8%
C=CCn1c(SCC(=O)Nc2ccc3c(c2)OCCO3)nnc1-c1ccccn1	430%[0.0737 µM]	-4%	-16	4%	5%	-7%	-2%	-1%	0%
O=S(=O)(Nc1nc2c(s1)CCCC2)c1ccc(Br)cc1	9%	-1%	6	5%	-10%	4%	-6%	-5%	-19%
CCN1CCN(C(c2cccc(OC)c2)c2sc3nc(C)nn3c2O)CC1 (configuration not stated)	0%	0%	-8	19%	15%	0%	-3%	·	-10%
CCC1(c2ccccc2)NC(=O)N(CC(=O)NCc2ccc(F)cc2)C1=O (configuration not stated)	-7%	2%	-12	11%	5%	-5%	10%	-11%	8%
N#Cc1ccc(/C=N/NC(=S)Nc2ccc(S(=O)(=O)N3CCOCC3)cc2)cc1	-1%	0%	-21	5%	10%	0%	-13%	4%	-11%
COc1cc(CCN2C(=O)N[C@@H](CCc3ccccc3)C(C(C)=O)=C2C)cc(OC)c1OC	4%	3%	-4	22%	12%	-10%	2%	-8%	2%
Cc1cc(C)c2cc3c(N)c(C(=O)N4CCc5ccccc5C4)sc3nc2c1	-6%	3%	9	22%	5%	-20%	-5%	3%	-20%
O=C1Nc2ccc3c(c2C1=Cc1cc2c(cc1Br)OCO2)OCO3	5.2µM*	5.2µM*	-13	?	2%	?	?	18µM*	-7%
COc1cccc(N/C(SCc2ccccc2F)=C(/C#N)C(=O)NCc2cccs2)c1	?	11%	-15	-20%	-25%	-7%	16µM*	?	-12%
O=C(O)c1cccc(CN2C(=O)CSC2=O)c1	3%	10%	0	15%	4%	-5%	0%	2%	-5%
CCOC(=O)n1c(=O)n(Cc2ccccc2Cl)c2ccccc21	0%	-1%	2	-13%	-13%	-5%	1%	11%	-6%
O=C(COC(=O)/C=C/c1ccc(Cl)cc1)NC1CCS(=O)(=O)C1 (configuration not stated)	·	-2%	2	-12%	-5%	·	16%	·	7%
CCCCc1ccc(NC(=O)N[C@@H](C)C(=O)O)cc1	0%	-11%	21	22%	-1%	11%	-1%	-2%	-25%
O=C(NCCc1ccccc1Cl)C1CC(=O)N(C2CCCCC2)C1 (configuration not stated)	-4%	-3%	-13	-1%	-10%	5%	-7%	6%	-11%
N#Cc1ccc(COn2nnc3ccccc32)cc1	1%	-1%	-15	11%	-4%	-9%	-13%	-1%	-13%
COc1ccccc1CNC(=O)C(CC(C)C)NS(=O)(=O)c1ccc2c(c1)oc(=O)n2C (configuration not stated)	4%	4%&0%	-7	2%	-3%	-4%&-5%	-29%&-1%	-3%	1%
O=C(Nc1ccc(SC(F)F)cc1)c1cccc2nc3ccccc3nc12	0%	?	-14	-15%	-15%	?	-30%	5%	6%
Cc1cccc(Nc2nnc(SC/C(O)=C(\C#N)c3nc4ccccc4[nH]3)s2)c1	16µM*	?	13	-2%	2%	5%	-11%	25%	-21%[57.1 µM]
CCN1/C(=C2\C(=O)N(C)C(=S)N2C)C=Cc2cc(OC)ccc21	27%	-7%	-6	-4%	-17%	8%	-4%	-26%	-6%
Cc1ccc(S(=O)(=O)N2CCCSCC2)cc1	1%	8%	-12	5%	6%	?	18%	-4%	1%
CCOc1cc(N2CCOCC2)c(OCC)cc1NC(=O)c1cc(-c2ccco2)nc2ccccc12	?	15%	-4	0%	17%	?	21%	0%	-35%
CC(=O)Nc1ccc(NC(=O)[C@@H](NC(=O)c2cccc(C)c2)C(C)C)cc1	-3%	9%	-11	21%	11%	1%	-7%	-7%	6%
O=C1C=C(c2ccc(Cl)nc2)C[C@@H](c2ccc3c(c2)OCO3)C1	?	2%	-29	-1%	-4%	-28%	-18%	-20%	8%
COc1ccc(CNC(=O)c2ccc(CS(=O)c3ccccc3)o2)cc1 (configuration not stated)	-5%	3%	-23	1%	9%	3%	-11%	-9%	6%
CCOc1cc(C(N)=O)cc(OCC)c1OCC	-26%	19%	4	8%	9%	10%	7%	-3%[9.22 µM]	3%
COc1ccc(C2=NCC(CSc3nnnn3C)S2)cc1 (configuration not stated)	?	?	5	?	?	23%	?	?	-1%
O=C(O)CNC(=O)c1ccc(NC(=O)/C(=C/c2ccccc2)NC(=O)c2ccco2)cc1	0%	-2%	-9	17%	11%	6%	7%	-7%	-3%
CC1(c2nnc(-c3ccncc3)o2)CC(c2cccc(Cl)c2)=NO1 (configuration not stated)	?	29%	18	-18%	-1%	4%	0%	-14%	-3%
O=C(O)c1ncsc1-c1ccccc1	0%	9%	15	1%	5%	1%	10%	-20%	5%
CCCCN1C(=O)C(NC(C)=O)c2cc(Br)ccc21 (configuration not stated)	-12%	7%	17	-1%	-1%	-3%	?	16%	-3%
CCC(=O)Nc1ccc(C(=O)CSc2nc(N)cc(N)n2)cc1	1%	2%	23	9%	9%	·	14%	?	0%
Cc1ccc(C)c(C(=O)COC(=O)c2cc(S(=O)(=O)N3CCOCC3)ccc2F)c1	·	-1%	-3	3%	-7%	·	13%	·	-3%
Cc1ccc(OCC(=O)Oc2c(C)cccc2C)cc1	-4%	-14%	7	17%	-2%	-23%	-18%	0%	-3%
CCC(C)NC(=O)c1cn(C)c(=O)c2cc(OC)c(OC)cc12 (configuration not stated)	-1%	18%	50	-3%	-4%	-2%	10%	-1%	-6%
Nc1nnc(-c2ccc(Cl)cc2)s1	-2%	6%	-12	2%	-2%	23%	3%	-12%	-7%
O=C(O)Cn1c(=O)c(F)cn(C2CCCO2)c1=O (configuration not stated)	1%	17%	10	10%	3%	2%	18%	3%	-22%
O=C1CCN(S(=O)(=O)c2ccccc2)N1	-2%	18%	-1	2%	22%	5%	-2%	-7%	-22%
Cc1ccc2nc(-c3cccc(-c4cccc(Cl)c4)c3)c(NCc3ccccc3)n2c1	7.3µM*	-27%	0	?	?	?	?	22%[9.22 µM]	-3%
Cc1nc(-c2ccccc2Cl)sc1C(=O)/C=C/N(C)C	?	0%	-26	7%	3%	38%	?	-9%	-8%
N#CCC(=O)N/N=C/c1ccc(OC2CSC2)cc1	?	20%	-9	-1%	0%	-48%	?	-5%	9%
CCOc1ccc(OCC)c(NC(=O)CSc2nc3ccccc3c(=O)n2C)c1	9%	-30%	20	-14%	-25%	-31%	-11%	2%	-15%
COc1ccc(OCc2nc(N)nc(Nc3ccccc3OC)n2)cc1	20%	10%	?	12%	5%	-15%	6%	-9%	-1%
O=C(Nc1ccc(Cl)c(Cl)c1)Nc1ccccc1C(=O)O	7%	?	-1	?	?	16%	15µM*	8%	-10%
CC1(C(=O)Nc2cccc(NS(C)(=O)=O)c2)CCN1CCc1ccccc1 (configuration not stated)	·	-1%	-14	1%	0%	-3%	-16%	·	-8%
Cc1noc(C)c1COC(=O)CN(C)S(=O)(=O)c1ccc(Cl)cc1	-9%	6%	3	17%	25%	0%	5%	-9%	0%
O=C(COC(=O)c1cccnc1Cl)NCc1ccco1	-2%	3%	10	11%	5%	-5%	-2%	-16%	?
Cc1ccc(S(=O)(=O)NC(=O)Nc2ccc(OC(F)F)cc2)cc1	0%	1%	1	1%	14%	·	22%	0%	-1%
COC(=O)c1nnn(CC(=O)Nc2cccc(Cl)c2C)c1C(=O)OC	?	-21%	34	-5%	-1%	-12%	4%	?	18%
O=C(/C=C\Nc1ccccn1)c1ccc(Cl)cc1	-18%	-15%	-3	1%	-1%	-56%	-21%	-16%	-2%
CC(C)c1ccccc1NC(=O)COC(=O)COc1ccccc1[N+](=O)[O-]	-1%	-2%	23	11%	17%	0%	-18%	-1%	4%
COc1ccc(/C=N/N=C2/CC(C)(C)Cc3n[nH]c(=O)cc32)cc1	-2%	20%	56	19%	13%	-4%	13%	-8%	7%
O=C(NNC(=S)Nc1ccc(Cl)cc1Cl)c1cccnc1	-5%	22%	-2	-1%[9.24 µM]	5%	4%	0%	-13%	0%
